Source: PubChem
D2 antagonist: antagonists of human D2 dopamine receptor; P14416; HEK293 TREx D2 cells, calcium flux, dopamine EC80; inhibition, % at 10 µM; 340,000 tested, 2% active; AID 485344; in the data active means inhibition above about 30%; further: 0% is about no effect
Target sequence (P14416 whole entry, looked up): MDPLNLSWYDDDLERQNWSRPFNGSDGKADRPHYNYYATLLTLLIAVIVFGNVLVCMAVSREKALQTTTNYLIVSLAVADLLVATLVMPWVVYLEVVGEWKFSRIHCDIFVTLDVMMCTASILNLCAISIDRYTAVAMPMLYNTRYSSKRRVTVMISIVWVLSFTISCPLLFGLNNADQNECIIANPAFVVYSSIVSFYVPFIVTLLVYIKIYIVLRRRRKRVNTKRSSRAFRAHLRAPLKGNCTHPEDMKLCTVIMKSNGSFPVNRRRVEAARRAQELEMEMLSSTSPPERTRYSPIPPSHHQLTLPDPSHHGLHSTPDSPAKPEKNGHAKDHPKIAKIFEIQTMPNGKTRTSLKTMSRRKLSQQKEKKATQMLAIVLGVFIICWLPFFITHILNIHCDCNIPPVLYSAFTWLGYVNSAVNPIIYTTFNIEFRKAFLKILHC
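In this primary screen, negative modulation is detected by tracking calcium flux after an EC80 dopamine challenge in inducible HEK293 T-REx D2 cells preexposed to test compound for 180 s.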
RGS4 inhibitor: human RGS4 inhibition; P49798; Transcreener GDP fluorescence polarization, RGS4-accelerated GTP hydrolysis; Potency, µM (series often up to 114 µM), without a hit: at the top dose activity change, negative = inhibition, usual class: inhibitors; 390,000 tested, 0.039% active; AID 504845; further: potency means the concentration at half of the fitted maximal effect; on the % scale 0 is the no-effect control and ±100 the full control effect; nearly all actives have a fitted effect of over 75% in size; some results filed as inactive show a strong effect at the top dose
Target sequence (P49798 whole entry, looked up): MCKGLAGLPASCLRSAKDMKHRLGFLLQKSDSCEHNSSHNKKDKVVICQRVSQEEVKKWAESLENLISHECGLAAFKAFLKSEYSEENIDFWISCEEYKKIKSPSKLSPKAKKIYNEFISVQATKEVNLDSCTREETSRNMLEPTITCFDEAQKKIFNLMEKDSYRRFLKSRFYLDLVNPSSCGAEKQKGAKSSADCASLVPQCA
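MLSMR compounds (23 nl, pin-transferred) preincubated 10 min at room temperature with a 500nM (2x) first reagent, then RGS4 at 900nM (2x) plus Transcreener GDP mix added; fluorescence polarization (620/688 nm) read before and after 90 min at 30 °C.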
LDHA block: inhibitors of human lactate dehydrogenase A. P00338. purified LDHA, NADH/diaphorase-resazurin fluorescence; active compounds read low. activity change, % (values are at about 110 or 230 µM). 480,000 tested, 0.15% active. AID 1347041; in the data active means activity change below about -30%; inconclusive means mostly about -25% to -30%;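 further: plate controls were DMSO wells for no effect and wells without enzyme for full effect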
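Enzyme activity of human lactate dehydrogenase 5 (2 nM; 0.06 mM NADH, 0.2 mM pyruvate, 5 min, RT) is measured via a resazurin/diaphorase fluorescence readout of residual NADH.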
D2 ag: activates the human D2 dopamine receptor; HEK293 T-REx D2 cells, calcium flux agonist mode; activation, % at 2 µM; P14416; 340,000 tested, 0.53% active;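 active means activation over 3 SD above normal in the single-dose calcium agonist read, cut at about 30% in these data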; further: 0% is about no effect
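Tetracycline-induced HEK293 T-REx cells with force-coupled D2 receptor, plated overnight at 30 C, loaded with no-wash calcium dye. After a 10 s baseline, compound was pin-added and calcium flux read kinetically for 180 s; calcium rises flagged agonists.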
Vif-A3F inh: inhibitors of Vif-A3F interaction; HeLa A3F-eYFP + Vif (tagged APOBEC3F with the HIV-1 protein that degrades it), YFP fluorescence increase; Potency, µM (top dose mostly 46.1 µM), without a hit: top-dose activity, negative = active; 390,000 tested, 0.2% active; further: potency means the concentration at half of the fitted maximal effect; % of control where 0% means no effect; nearly all actives have a fitted effect of over 65% in size
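Fluorescence increase (Ex 488/Em 500-530) after overnight compound treatment at 37 deg C flags inhibition of Vif-driven A3F-eYFP loss in stable HeLa A3F-eYFP/Vif cells seeded overnight beforehand.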
GRP78 ERSR act: inducers of ER stress response in human glioma cells; U87-MG GRP78 promoter luciferase reporter, 16 h; Potency, µM, inactives show at the top dose activation, most hits filed as activators; 420,000 tested, 0.02% active; AID 602332; further: potency means the concentration at half of the fitted maximal effect; series mostly up to about 76 µM; % of control where 0% means no effect; nearly all actives have a fitted effect of over 35% in size
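ERSR induction read as luciferase luminescence (Bright-Glo, 10 min at room temperature) in stably transfected human U87-MG glioma cells exposed to compounds for 16 h, using GRP78 as sensor.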
12-LOX inh: inhibitors of human 12S-lipoxygenase ALOX12; P18054; purified 12hLO, xylenol orange hydroperoxide absorbance; Potency, µM (titrated, usually from 108 µM), for inactives: at the highest dose activity change, negative = inhibition, hits mostly inhibitors; 580,000 tested, 1.1% active; further: potency means the concentration at half of the fitted maximal effect; on the % scale 0 is the no-effect control and ±100 the full control effect
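Hydroperoxide product was detected by ferrous iron/xylenol orange as the 573 to 405 nm absorbance ratio. Arachidonic acid at 40 uM (final) was turned over for 30 min at room temperature by 150 nM human 12hLO, pH 7.0 Hepes buffer, after 15 min compound preincubation.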
Vif-APOBEC3G blk: blocks the Vif interaction with human APOBEC3G; HeLa A3G-eYFP + Vif (tagged APOBEC3G with the HIV-1 protein that degrades it), YFP fluorescence, overnight; Potency, µM (titrated, usually from 46.1 µM), for inactives: top-dose activity, negative = active, hits mostly inhibitors; 410,000 tested, 0.076% active;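 further: potency means the concentration at half of the fitted maximal effect; on the % scale 0 is the no-effect control and ±100 the full control effect; nearly all actives have a fitted effect of over 60% in size; hits raise eYFP signal because A3G escapes Vif-driven loss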
Target sequence (Q9HC16 whole entry, looked up): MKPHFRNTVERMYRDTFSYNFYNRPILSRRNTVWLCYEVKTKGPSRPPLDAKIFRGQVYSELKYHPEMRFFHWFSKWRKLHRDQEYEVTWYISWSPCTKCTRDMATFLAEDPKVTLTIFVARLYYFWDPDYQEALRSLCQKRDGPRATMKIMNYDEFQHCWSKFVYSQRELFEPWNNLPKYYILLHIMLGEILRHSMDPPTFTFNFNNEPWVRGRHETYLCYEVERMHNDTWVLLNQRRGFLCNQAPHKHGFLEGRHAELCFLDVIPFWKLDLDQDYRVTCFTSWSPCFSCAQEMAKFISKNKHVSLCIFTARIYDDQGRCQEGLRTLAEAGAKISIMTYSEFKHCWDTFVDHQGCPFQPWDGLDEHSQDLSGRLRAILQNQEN
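HeLa cells stably expressing Vif and C-terminally eYFP-tagged A3G, seeded overnight at 37 deg C, then exposed to compound by pintool overnight at 37 deg C. Rise in yellow fluorescence (Ex 488/Em 500-530, Acumen) marks blocked Vif-driven A3G degradation.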
ERG-DNA inh: ERG Ets/DNA interaction inhibition. Potency, µM (highest dose often 76.9 µM), without a hit: at the highest dose FP activity, negative = inhibition, hits mostly inhibitors. AID 624246. 370,000 tested, 0.028% active. fluorescence polarization, His-ERG Ets domain / labelled DNA; active means well fitted inhibition curve with a large enough effect in the polarisation, with a control signal flat; inconclusive means small, poorly fitted or top-dose-only effect, or effect the other way, or a change in a side signal; inactive means no such curve, though single readings can be large or run the other way; the % refers to the polarisation;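 further: polarization taken with two DNA probes labelled with fluorescein and Texas red; potency means the concentration at half of the fitted maximal effect; % of control where 0% means no effect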
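His-tagged ERG Ets domain (1 uM in the protein solution; 300mM KCl, 50mM Tris-HCl, 1mM EDTA, 1mM DTT, pH 7.5) received compound, then a probe mix of 5 nM fluorescein-DNA and 100nM Texas-615-DNA. Fluorescence polarization was read for both dyes.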
Numbers without * were called inactive; i = inactive; ? = inconclusive; nt = not tested or not shown; & = joins results of further samples; [ ] = dose if it differs, or a comment. Unless noted, the call rests on the fitted dose curve; in most records, active means well fitted curve in the direction sought with a large enough effect; inconclusive means small, poorly fitted or top-dose-only effect, or another doubt; inactive means no such curve, though single readings can be large; an effect the other way counts as inactive or inconclusive. This is a subset; rates above refer to the full screens.

The line under a structure holds: Vif-APOBEC3G blk	Vif-A3F inh	LDHA block	ERG-DNA inh	D2 ag	GRP78 ERSR act	RGS4 inhibitor	12-LOX inh	D2 antagonist
O=S(=O)(c1ccc(F)cc1)N1CCN(c2nc(-c3cccc(Br)c3)nc3ccccc23)CC1
  0%	nt	-3	nt	nt	-4%	-17%	nt	nt
O=C(NCCc1ccc(Cl)cc1)C1CCC(=O)N(C2CCCCCC2)C1 (stereo not given)
  7%	-2%	-4	-5%	0.8	0%	2%	5%	5
O=[N+]([O-])c1cc(CN2CCOCC2)c2cccnc2c1O
  5%	14%	23	-3%	2.0	-1%	?	nt	-8
COc1cc2c(cc1OC)C(c1ccc(O)cc1)NCC2 (stereo not given)
  1%	-3%	-2	8%	nt	-5%	-18%	-14%	nt
Cc1cc(=O)[nH]c(SCC(=O)Nc2ccccc2C)n1
  3%	0%	-5	3%	0.3	-3%	6%	0%	-8
COc1ccc(NC(=S)N2CCCC2)cc1
  -1%	0%	-2	10%	-0.1	-3%	-45%	-27%	-11
c1ccc(CN2CCC(=NNc3nc4ccccc4[nH]3)CC2)cc1
  -6%	-19%	0	3%	4.6	-1%	4%	?	17
CCc1cccc(NC(=O)COC(=O)C2CCN(c3ccc(C(F)(F)F)cn3)CC2)c1
  0%	-13%	-3	2%	1.0	-3%	-12%	-12%	-2
Cc1ccc(CN2CCCn3nc(C(=O)NCCc4ccccc4Cl)cc3C2=O)cc1
  1%	1%	1	-4%	nt	-2%	2%	4%	nt
Cc1[nH]c2ccccc2c1-c1csc(NC(=O)CN2CCOCC2)n1
  -1%	-3%	-8	9%	0.4	1%	6%	-1%	18
CCOC(=O)C1=C(COC(=O)CCCOc2ccccc2)NC(=O)NC1C (stereo not given)
  -4%	9%	-1	0%	-0.9	-3%	-9%	-16%	-16
COc1ccc(CNC(N)=O)cc1OC
  0%	-9%	-5	-9%	-1.4	-2%	18%	21%	6
Cc1ccc(Cl)cc1NC(c1ccc(F)cc1)c1nnc(-c2ccccc2)o1 (stereo not given)
  -5%	1%	2	0%	-0.3	0%	2%	-14%	nt
O=c1[nH][nH]cc1C=Nc1ccccc1O
  -6%	-6%	10	17%	-0.4	-6%	-26%	9%	-5
Cc1ccc(S(=O)(=O)c2c(N)n(CCN3CCOCC3)c3nc4ccccc4nc23)cc1C
  2%	nt	-7	1%	0.3	-6%	-10%	-8%	6
CCOC(=O)c1cn2nc(Oc3ccccc3)ccc2n1
  -3%	9%	0	-10%	-0.9	-2%	-29%	108%[activator]	9
CCC(C)(C)n1nnnc1CN1CCN(c2nc3ccc(C)cc3cc2C#N)CC1
  0%	0%	11	-1%	-0.5	-5%	?	5%	-7
Cc1ccc(CCNC(=O)c2cc(S(=O)(=O)N3CCCCC3)c[nH]2)cc1
  -2%	0%	1	-5%	-0.4	-5%	-10%	-1%	-20
O=c1cnnc(Nc2ccccc2F)[nH]1
  1%	-1%	5	2%	3.1	-3%	16%	?	2
CCN1CCCC1CNS(=O)(=O)c1ccc(C(=O)Nc2ccccc2)cc1 (stereo not given)
  1%	-2%	-2	-1%	nt	-6%	-6%	0%	nt
CCOc1ccc(/C=C2\SC(=S)N(Nc3ccccc3)C2=O)cc1OC
  5%	?	-2	13%	1.5	-2%	2%	-6%	-7
O=C(CCC(=O)c1ccc(F)cc1)Nc1ccccc1Cl
  -1%	0%	-1	18%	-0.5	0%	13%[11.4 µM]	-6%	9
OC(CNCCc1ccc(Cl)cc1Cl)COc1ccccc1 (stereo not given)
  -10%	17%	-15	-6%	0.3	-6%	5%	13µM*	-28
Cc1cccc(-n2c3nc(=O)[nH]c(=O)c-3cc3ccc(Cl)cc32)c1C
  3%	0%	4&-6	-7%	0.4	2%	18%	?	nt
Fc1cccc(CCN2CCNC[C@@H]2c2ccccc2)c1
  0%	0%	-3	3%	-0.3	-2%	10%	-6%	6
COc1cc(CNc2ccc(O)cc2)cc(Br)c1OCc1ccccc1
  -5%	0%	13	40µM*	1.9	1%	-48%	i	-8
Cc1noc(C)c1CN1C(=O)NC2(CCCCCCC2)C1=O
  1%	4%	-1	-2%	0.9	-4%	3%	2%	-12
CCc1ccccc1NC(=O)c1ccc(Cn2nc(N3CCN(c4ccccc4)CC3)ccc2=O)o1
  2%	2%	2	-3%	0.3	-2%	-27%	?	nt
Cc1ccc(S(=O)(=O)C2(C(=O)NCCc3ccccc3)CC2)cc1
  1%	2%	-1	-8%	0.4	1%	9%	nt	11
CN(C)c1ccc(CNC(=O)CN2C(=O)CSc3ccc(S(=O)(=O)N4CCCC4)cc32)cc1
  -1%	1%	-1	0%	0.5	-2%	29%	3%	nt

12-LOX inh: entries above that show a hit
Structure | LDHA block | ERG-DNA inh | GRP78 ERSR act | RGS4 inhibitor | 12-LOX inh | D2 antagonist
OC(CNCCc1ccc(Cl)cc1Cl)COc1ccccc1 (stereo not given) | -15 | -6% | -6% | 5% | 13µM* | -28

Filtered by structure: the compounds so far containing bromine.
The line under a structure holds: Vif-APOBEC3G blk	Vif-A3F inh	LDHA block	ERG-DNA inh	D2 ag	GRP78 ERSR act	RGS4 inhibitor	12-LOX inh	D2 antagonist
O=S(=O)(c1ccc(F)cc1)N1CCN(c2nc(-c3cccc(Br)c3)nc3ccccc23)CC1
  0%	nt	-3	nt	nt	-4%	-17%	nt	nt
COc1cc(CNc2ccc(O)cc2)cc(Br)c1OCc1ccccc1
  -5%	0%	13	40µM*	1.9	1%	-48%	i	-8

Next structures follow:
The line under a structure holds: Vif-APOBEC3G blk	Vif-A3F inh	LDHA block	ERG-DNA inh	D2 ag	GRP78 ERSR act	RGS4 inhibitor	12-LOX inh	D2 antagonist
Cc1cc(NC(=O)c2cncc(Br)c2)ccc1NC(=O)c1cc2ccccc2o1
  -25%	-8%	-1	-2%	0.2	-5%	?	492%[activator]	-61
CS(=O)(=O)c1ccc2nnn(OCC(=O)Nc3cccc(C#N)c3)c2c1
  0%	-1%	0	12%	0.8	2%	-10%	3%	-1
C/C(=N/NS(=O)(=O)c1cccc([N+](=O)[O-])c1)c1c[nH]c2ccccc12
  -5%	6%	-8	-5%	0.2	1%	-12%	-17%	5
O=c1[nH]c(SCc2ccc(Cl)cc2)nc2ccsc12
  -5%	15%	-9	11%	4.6	2%	-8%	-13%	8
CCC(CO)NCc1ccc(-c2ccccc2)cc1 (stereo not given)
  4%	-3%	-1	nt	0.5	-2%	16%	9%	1
COc1cc(NC(=O)c2nnn(Cc3ccc(F)cc3)c2N)cc(OC)c1
  1%	2%	-11	5%	nt	-1%	5%	-12%	nt
CN(C)S(=O)(=O)c1ccc(C(=O)OCC(=O)NC(=O)NC2CCCC2)cc1
  1%	-1%	-5	?	nt	-2%	7%	26%	nt
COc1ccc2oc(C(=O)Nc3ccc(S(=O)(=O)N(C)C4CCN(C)CC4)cc3)c(C)c2c1
  -7%	-10%	1	2%	-0.5	-8%	-18%	94%[activator]	-5
CN1C(=S)SC(C)(NO)C1(C)C (stereo not given)
  2%	0%	-2	-10%	0.1	-2%	-39%	?	5
COc1ccc(/C=N/NC(=O)c2cccnc2)cc1CN1CCc2cc(OC)c(OC)cc2C1C (stereo not given)
  -5%	?	1	-1%	0.3	4%	2%	13%	1
Cc1cc(C)nc(Nc2n[nH]c(-c3cccc4ccccc34)n2)n1
  -4%	-11%	-12	-1%	1.2	5%	-12%	0%[57.4 µM]	2
OCC[C@H]1C[C@@H](O)[C@H](O)[C@]2(CCc3ccccc3O2)O1
  -1%	1%	0	-2%	0.9	2%	-1%	-13%	-8
CSc1ccc(Cl)c(C(=O)NCCOc2ccccc2)c1
  -11%	-3%	-7	-1%	-0.7	6%	?	-2%	-3
CCOC(=O)C1CCCN(S(=O)(=O)CCNC(=O)c2cccc(OC)c2)C1 (stereo not given)
  -4%	-8%	7	9%	-0.1	-3%	-21%	-19%	24
COC(=O)C1CSC(C)(C)C(=O)N1 (stereo not given)
  3%	-3%	0	10%	0.8	-1%	-14%	-2%	-3
O=C(CN1N=C(c2ccc(Cl)cc2)CCC1=O)NCc1ccc(F)cc1
  1%	-9%	-2	0%	-0.3	-1%	-10%	-12%	nt
Cc1cccc(Cn2cc(/C=C/[N+](=O)[O-])c3ccccc32)c1
  ?	-9%	5	3%	1.4	?	?	?	-29
C[C@H](NC(=O)c1ncn2c1C(=O)N[C@@H](C)C2)c1ccccc1
  -2%	-9%	-2	nt	nt	-3%	nt	47%[activator]	nt
CC(=O)c1ccc(NC(=O)Cc2cccs2)cc1
  1%	-4%	-16	9%	1.1	-3%	15%	0%	13
